TEAD-YAP block = TEAD-YAP interaction inhibition; inhibition, % at 9.12 µM; 640,000 compounds, 1.4% hits; HEK-TIYL cells, TEAD-Gal4/YAP UAS-luciferase luminescence; AID 1259422; in the data active = inhibition above about 32%;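 also: 0% = median of test compound wells and 100% = reference inhibitor wells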
MITF primary = human MITF inhibition, primary screen | O75030 | AlphaScreen MITF homodimerization, bead proximity signal | inhibition, % at 2.6 µM | 650,000 compounds, 0.91% hits | AID 1259374; in the data active = inhibition above about 50%;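 also: 0% = vehicle wells with protein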
FBW7 activator = activators of human E3 ligase FBW7. Q969H0. AlphaScreen FBW7–phospho-cyclin E peptide binding, activator screen. normalized activity (activation), % at 26.1 µM. AID 1259310. 650,000 compounds, 0.13% hits; in the data active = normalized activity above about 1.9%;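 also: purified mutant Fbw7 with reduced substrate affinity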
Target sequence (Q969H0 whole entry, looked up): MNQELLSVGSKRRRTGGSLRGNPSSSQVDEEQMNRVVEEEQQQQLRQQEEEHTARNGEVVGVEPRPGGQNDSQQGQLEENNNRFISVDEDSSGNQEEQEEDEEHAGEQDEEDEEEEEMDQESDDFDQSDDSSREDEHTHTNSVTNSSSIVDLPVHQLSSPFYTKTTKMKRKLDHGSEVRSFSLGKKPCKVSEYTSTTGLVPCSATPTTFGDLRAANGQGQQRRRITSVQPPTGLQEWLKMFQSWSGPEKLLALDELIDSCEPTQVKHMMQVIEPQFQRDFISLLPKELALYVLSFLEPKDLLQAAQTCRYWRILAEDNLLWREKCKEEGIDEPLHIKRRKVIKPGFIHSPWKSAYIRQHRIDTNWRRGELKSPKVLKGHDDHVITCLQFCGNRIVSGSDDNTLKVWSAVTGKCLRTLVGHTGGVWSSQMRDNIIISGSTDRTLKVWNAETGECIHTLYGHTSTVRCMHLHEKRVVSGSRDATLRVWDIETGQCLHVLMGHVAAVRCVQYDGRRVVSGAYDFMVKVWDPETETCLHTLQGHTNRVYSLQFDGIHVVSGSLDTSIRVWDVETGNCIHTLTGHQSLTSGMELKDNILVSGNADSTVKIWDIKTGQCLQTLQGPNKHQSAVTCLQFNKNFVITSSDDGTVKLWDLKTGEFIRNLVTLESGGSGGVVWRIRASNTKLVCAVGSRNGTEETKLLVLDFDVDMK
GPR151 ag = activators of human GPR151. Q8TDV0. PathHunter beta-arrestin GPR151 cells, luminescence. activation, % at 11.2 µM. 650,000 compounds, 1% hits. AID 1508602; in the data active = activation above about 4.9%;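 also: 0% = median of compound wells and 100% = cells with positive control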
The depositor's hits bear a star.

entry	mol	TEAD-YAP block	MITF primary	FBW7 activator	GPR151 ag
1	COC(=O)c1ccccc1NC(=O)c1cc(C)nc2c(C)cc(C)cc12	12.2	-1.3	-0.2	0.4
2	COc1ccc(-c2ccc3c(c2)COC2(CCN(C)CC2)O3)cc1	5.5	-15.6	0.1	-0.3
3	O=C(N/N=C/c1ccc(Cl)cc1)c1cccnc1	-9.6	11.8	0.0	-1.9
4	O=C(c1cn(-c2ccccc2)nc1-c1cccc(Br)c1)N1CCOCC1	-11.4	-18.0	-0.1	-0.5
5	Cc1c(Cl)cccc1NC(=O)C1COc2ccccc2O1 (stereo not drawn)	-16.4	-23.9	0.1	-0.6
6	CCOc1ccccc1NC(=S)Nc1sc(C)cc1C(=O)OC	0.3	9.5	-0.3	0.6
7	O=C1C2C(c3ccccc3Cl)OC3(C(=O)c4ccccc4C3=O)C2C(=O)N1c1ccccc1C(F)(F)F (stereo not drawn)	2.1	-5.2	0.0	0.6
8	CCn1c(=O)c2c(nc(SCC(=O)c3ccc(F)cc3)n2C)n(C)c1=O	-2.6	1.0	0.1	-0.3
9	O=C(O)CC[C@@H](NC(=O)c1ccccc1C(=O)O)C(=O)O	-4.3	4.1	0.1	-2.2
10	O=C(NCC1(c2ccccc2)CCCC1)C1CC12CCN(C(=O)C1CCCO1)CC2 (stereo not drawn)	5.8	3.5	0.0	3.7

Values by screen from above.
Compounds 2–9 in TEAD-YAP block read 5.5, -9.6, -11.4, -16.4, 0.3, 2.1, -2.6, -4.3
Compounds 2–9 in GPR151 ag read -0.3, -1.9, -0.5, -0.6, 0.6, 0.6, -0.3, -2.2

Carrying on.
entry	mol	TEAD-YAP block	MITF primary	FBW7 activator	GPR151 ag
11	O=C(CCS(=O)(=O)c1cccc2nsnc12)N1CCCCCC1	-11.8	-11.6	0.1	-0.7
12	CC(C)(C)NC(=O)O/N=C1\CCCc2c1[nH]c1ccccc21	-57.1	-5.1	0.0	2.8
13	CC(=O)Nc1ccc(S(=O)(=O)NCC(c2ccc3c(c2)CCCN3C)N(C)C)cc1 (stereo not drawn)	-10.6	0.2	-0.1	0.7
14	CCN1CCN(C(c2ccccc2)c2nnnn2Cc2ccc3c(c2)OCO3)CC1 (stereo not drawn)	-3.8	0.9	0.0	2.7
15	CCOC(=O)Cn1c(=O)c2c(nc3n(-c4ccc(OC)cc4)c(C)c(C)n23)n(C)c1=O	3.1	-1.1	-0.1	1.2
16	CCOc1cc2c(cc1/C=C1/NC(=O)N(Cc3ccccc3F)C1=O)OCO2	4.0	-3.9	0.0	0.3
17	CN(C)C(=O)CSc1nc2ccc(Cl)cc2[nH]1	-41.0	13.1	0.3	0.7
18	O=C(Nc1ccccc1)c1cc2ccccc2cc1O	1.3	-0.9	0.1	-4.6
19	COc1ccc(C(=O)Nc2ccc(N3CCCC3=O)c(C)c2)c(OC)c1	2.4	2.2	-0.2	0.8
20	COc1ccc(C=Nc2cc(NC(C)=O)c(Cl)cc2Cl)cc1	2.7	23.4	0.1	-0.8
21	CC(C)C(=O)NC(c1ccc(F)c(F)c1)c1nccn1C (stereo not drawn)	-16.6	-13.3	-0.1	0.0
22	Cn1c(=O)c2ccccc2n(CC(N)=O)c1=O	6.4	2.5	0.2	0.2
23	CCCOc1cccc(C(=O)Nc2cccc(-c3nc4ccccc4s3)c2)c1	-8.4	2.2	0.0	-1.2
24	CCOc1cc(C(=O)O/N=C(\N)c2ccc([N+](=O)[O-])cc2)cc(OCC)c1OCC	6.8	-20.7	0.0	1.2
25	Cc1ccc(-c2nnc3sc(Cc4ccccc4)nn23)cc1	2.6	18.5	0.5	-1.5
26	COc1ccc2nc(N3CCCC(C(=O)NCc4ccco4)C3)sc2c1 (stereo not drawn)	-31.5	10.9	0.1	-1.4
27	CC1(c2ccc(Cl)cc2)NC(=O)NC1=O (stereo not drawn)	1.5	-14.9	0.0	-1.5
28	CN(CC(=O)Nc1cccc(F)c1)S(=O)(=O)c1ccc2c(c1)c(=O)n(C)c(=O)n2C	1.1	-4.8	-0.2	-0.5
29	COc1ccccc1-c1ocnc1C(=O)N1CCN(C(=O)c2cccs2)CC1	-6.1	3.0	0.1	1.1
30	O=C(O)c1c(-n2cccc2)sc2c1CCCC2	-3.7	2.0	0.1	0.8
31	CN(C)C(=O)N1CCC(C(=O)NCc2cccnc2)CC1	-7.0	-11.3	0.0	1.7
32	Cc1cccc2cc(C#N)c(SCC(=O)N3CCCC(C)C3)nc12 (stereo not drawn)	-6.8	7.7	-0.1	-0.6
33	CCC1Oc2ccc(C)cc2N(CC(=O)N(Cc2ccccc2)Cc2ccncc2)C1=O (stereo not drawn)	13.0	11.3	0.0	1.0
34	COc1cccc(NC(=O)N2CCC(CO)(Cc3cccc(F)c3)CC2)c1	3.4	0.3	0.0	0.9
35	CCOC(=O)N1CCN(Cn2ncn(C)c2=S)CC1	-2.9	25.6	0.8	-1.3
36	O=[N+]([O-])c1cc(S(=O)(=O)NC2=NCCCCC2)ccc1Cl	1.8	2.4	0.0	2.8
37	COc1cc(C2C3=C(CC(C)(C)CC3=O)Nc3ncnn32)ccc1OC(F)F (stereo not drawn)	5.7	12.4	0.0	0.3
38	C=CCc1cccc2cc(C(=O)N(C)C)c(=O)oc12	8.0	-1.5	0.0	-0.2
39	Cc1cc(OCCCNCCN)cc(C(C)C)c1	2.5	21.6	-0.1	-1.0
40	Cc1cc(C(=O)N/N=C2\CC(=O)CC(C)(C)C2)c(C)n1-c1ccccc1	-5.7	24.4	0.6	-1.0
41	O=C(CSc1nnnn1-c1ccc2c(c1)OCO2)c1ccc(F)cc1	-2.4	17.6	0.2	-1.5
42	COc1ccc(CNCC2CCCCC2)cc1	-5.5	18.0	-0.2	-1.5
43	Cc1nn(C(=O)c2ccc(F)cc2)c(C)c1Sc1ccc(Cl)cc1	10.0	0.4	-0.1	0.1
44	Cc1nn(C(=O)c2ccc(Cl)c(Cl)c2)c(C)c1Cl	6.7	3.7	0.1	1.2
45	Cc1cnc(-c2ccc3[nH]ccc3c2)nc1N	-1.8	7.7	0.2	-2.3
46	CCCC(=O)C1=C(O)C(C(=O)OC)C(C)(C)CC1=Nc1ccc(N)cc1 (stereo not drawn)	-8.8	-2.2	0.0	0.8
47	COC(=O)Nc1ccccc1NC(=O)OC	3.6	15.2	0.8	-1.2
48	O=C(c1cc(-c2ccccc2)on1)N1CCN(S(=O)(=O)C2CC2)CC1	-3.0	0.8	0.0	-0.8
49	O=C(N/C(=C\c1c2ccccc2cc2ccccc12)C(=O)N1CCOCC1)c1ccccc1	-7.3	-12.0	-0.1	-0.9
50	Cn1c(CNC(=O)c2ccccc2)nnc1SCC(=O)Nc1ccccc1	14.8	7.0	0.2	2.7
51	Cc1nc2cc(C(=O)NC3CCCCC3C)ccc2n1-c1cccc(F)c1 (stereo not drawn)	-10.4	13.5	0.0	-0.5
52	COc1ccccc1CNc1ncnc2c1c(-c1ccccc1)cn2-c1cccc(C)c1	-14.6	5.2	0.1	-0.3
53	COc1nc(SC(C(C)=O)C(C)=O)nc(N(C)C)n1	-8.1	-3.8	-0.1	0.5
54	O=C(CN1CCC(NC(=O)NC2CCCCC2)CC1)NCc1ccccc1	-17.4	0.9	-0.5	0.0
55	CCCCOc1ccccc1NC(=O)c1cccc2ccccc12	8.3	-4.1	-0.1	1.7
56	O=C(Nc1nc(-c2ccc(Cl)c(Cl)c2)cs1)c1cc(=O)c2ccccc2o1	-7.0	-3.6	0.0	-0.3
57	COC(=O)C1=CN(C2CC2)C=C(C(=O)OC)C1c1cc(Br)c(O)c(OC)c1	-1.2	-11.1	0.7	-0.4
58	COc1cccc(CNC(=O)c2nc3ccc(-c4cn[nH]c4)cc3c(=O)[nH]2)c1	-0.1	1.6	-0.4	2.1
59	O=C(c1ccccc1)c1cccc(NC(=O)c2ccco2)c1	-33.6	6.7	0.2	2.0
60	CCc1ccccc1NC(=O)COc1ccc(C)c(C)c1	-6.7	10.4	0.0	-0.6

Additional records:
entry	mol	TEAD-YAP block	MITF primary	FBW7 activator	GPR151 ag
61	CC(C)(C)c1ccc(S(=O)(=O)N2CCN(c3ccc(-n4cccn4)nn3)CC2)cc1	9.3	4.4	0.1	0.5
62	CCN(CC)C(=O)Cn1cnc2scc(-c3ccccc3)c2c1=O	2.2	-1.6	-0.2	-0.3
63	CCCCN1C(=O)c2c(Oc3cccc(C)c3)cc([N+](=O)[O-])cc2Oc2ccccc21	11.3	4.8	-0.2	0.1
64	Cc1cc(C)n(CCNC(=O)CCc2nnc(-c3cc(C)oc3C)o2)n1	1.4	-14.4	0.1	0.7
65	CCNC(=O)NC(=O)COC(=O)c1c(-c2ccccc2)noc1C	4.2	12.8	0.3	-1.6
66	CC1(CCc2ccccc2)NC(=O)N(CC(=O)Nc2ccc(S(N)(=O)=O)cc2)C1=O (stereo not drawn)	6.1	5.4	0.1	0.5
67	Cc1cccc(-n2cc(-c3ccccc3)c3c(N4CCC(C)CC4)ncnc32)c1	2.7	14.2	-0.1	-0.1
68	O=C(/C=C/c1ccccc1)NC1CCSC1=O (stereo not drawn)	-28.6	2.5	-0.2	3.5
69	CCOc1ccc(NC(=O)CSc2nc3ccccc3o2)cc1	-71.6	-0.3	0.0	-0.5
70	CS(=O)(=O)Nn1cnc2ccccc2c1=O	-1.5	-5.1	0.1	2.7
71	Fc1ccc(Oc2nnnn2-c2ccccc2)cc1	5.8	20.4	0.0	-1.5
72	COc1ccc2nc(C)cc(N3CCOCC3)c2c1	3.4	-2.2	0.2	0.4
73	O=C(Cn1cnc2scc(-c3ccccc3)c2c1=O)Nc1ccc(Oc2ccccc2)cc1	18.4	3.7	0.0	0.1
74	CCCCN(C(=O)c1cc2c(=O)n3cccc(C)c3nc2n1C)c1ccccc1	0.8	3.3	0.1	-0.5
75	CCCCn1c(SC(C(=O)NC(N)=O)C(C)C)nnc1-c1ccc(OC)cc1 (stereo not drawn)	-8.6	4.2	-0.1	-1.3
76	CC(=O)c1ccccc1C(=O)NCCOc1cccc(Cl)c1Cl	-0.3	4.0	-0.1	0.6
77	O=C1c2ccc(-c3nc4ccccc4c(=O)o3)cc2C(=O)N1c1cccnc1	-0.5	1.3	0.2	0.8
78	Cc1cc2c(NC3CCCCCC3)ncnc2s1	3.1	2.7	0.0	3.2
79	O=C(/C(=C(/C(Cl)Cl)N1CCCC1)[N+](=O)[O-])N1CCCC1	4.6	-24.7	-0.1	1.3
80	CC(=O)C1C(c2ccc(Br)cc2)c2c(noc2C)CC1(C)O (stereo not drawn)	7.3	12.1	0.0	-0.3

Complete entries, looked up by structure:
Record of Fc1ccc(Oc2nnnn2-c2ccccc2)cc1 : TEAD-YAP block: 5.8; MITF primary: 20.4; FBW7 activator: 0.0; GPR151 ag: -1.5
Record of COc1ccc2nc(C)cc(N3CCOCC3)c2c1 : TEAD-YAP block: 3.4; MITF primary: -2.2; FBW7 activator: 0.2; GPR151 ag: 0.4

Following part:
entry	mol	TEAD-YAP block	MITF primary	FBW7 activator	GPR151 ag
81	Cc1cc(N)ccc1NS(=O)(=O)c1ccccc1	-2.0	-2.9	0.1	-0.6
82	CNC(=O)C1CCN(C(=O)N2CC(C)Oc3ccc(Cl)cc32)CC1 (stereo not drawn)	0.1	-7.0	0.3	-0.8
83	COc1ccc2oc(-c3csc(NC(=O)c4ccccc4)n3)cc2c1	-4.9	7.1	0.1	1.5
84	O=C(Cc1ccsc1)N1C2CCC1CC(c1ccc(F)cc1)C2 (stereo not drawn)	-6.5	-16.6	0.1	-0.9
85	O=C(O)c1cccc(NC(=O)c2cccc(S(=O)(=O)N(CCO)CCO)c2)c1	8.8	19.9	0.3	-4.1
86	COc1cc(NC(=S)N2CCN(C(=O)c3ccco3)CC2)cc(OC)c1	2.6	-12.6	0.1	0.7
87	CC(C)C(=O)N1c2ccccc2NC2=C(C(=O)CC(c3ccccc3)C2)C1c1ccc(F)cc1 (stereo not drawn)	2.9	9.6	0.1	-0.1
88	CNC(=O)C1CN(CCS(=O)(=O)c2ccccc2)CCN1S(C)(=O)=O (stereo not drawn)	9.8	-3.8	0.0	-0.1
89	O=C(NCc1ccc(F)cc1)c1c(O)c2cccc3c2n(c1=O)CCC3	-1.3	-5.8	-0.1	-1.2

Four entries from above, arranged by length of the SMILES, low to high.
entry	mol	TEAD-YAP block	MITF primary	FBW7 activator	GPR151 ag
81	Cc1cc(N)ccc1NS(=O)(=O)c1ccccc1	-2.0	-2.9	0.1	-0.6
83	COc1ccc2oc(-c3csc(NC(=O)c4ccccc4)n3)cc2c1	-4.9	7.1	0.1	1.5
82	CNC(=O)C1CCN(C(=O)N2CC(C)Oc3ccc(Cl)cc32)CC1 (stereo not drawn)	0.1	-7.0	0.3	-0.8
89	O=C(NCc1ccc(F)cc1)c1c(O)c2cccc3c2n(c1=O)CCC3	-1.3	-5.8	-0.1	-1.2

Screening data deposited in PubChem BioAssay by The Scripps Research Institute Molecular Screening Center.
